# High-throughput results (PubChem BioAssay)
# GlmU inhibition: inhibition of mycobacterial GlmU enzyme – biochemical, glucosamine-1-phosphate acetyltransferase (AID 1376); M. tuberculosis GlmU acetyltransferase enzyme assay; higher % means a stronger effect; one-dose inhibition, %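 (tested at 30 µM in the primary screen)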; IC50 in µM for titrated hits; 0.25% of 220,000 active; in the data active = inhibition above about 13%;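 also: 0% = complete reaction with vehicle and 100% = reaction without substrate; strong numbers were not always called active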
# Mtb RmlCD inh: M. tuberculosis RmlC/RmlD inhibition; RmlC+RmlD coupled enzyme assay, percent inhibition; primary screen in compound mixtures; inhibition, % at 3.6 µM; 0.03% of 160,000 active; in the data active = inhibition mostly above about 34%, no sharp cut-off; also: some results filed as inactive read as strong as hits
# Target sequence (P9WH09 whole entry, looked up): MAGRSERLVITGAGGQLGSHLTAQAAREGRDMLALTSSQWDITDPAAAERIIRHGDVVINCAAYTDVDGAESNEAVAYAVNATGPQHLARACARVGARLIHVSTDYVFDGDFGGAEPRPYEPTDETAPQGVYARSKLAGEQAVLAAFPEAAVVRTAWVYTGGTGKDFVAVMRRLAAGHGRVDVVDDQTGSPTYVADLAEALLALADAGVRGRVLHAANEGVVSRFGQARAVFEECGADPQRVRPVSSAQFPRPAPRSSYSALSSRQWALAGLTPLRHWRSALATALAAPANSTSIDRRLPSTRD
# Target sequence (P9WH11 whole entry, looked up): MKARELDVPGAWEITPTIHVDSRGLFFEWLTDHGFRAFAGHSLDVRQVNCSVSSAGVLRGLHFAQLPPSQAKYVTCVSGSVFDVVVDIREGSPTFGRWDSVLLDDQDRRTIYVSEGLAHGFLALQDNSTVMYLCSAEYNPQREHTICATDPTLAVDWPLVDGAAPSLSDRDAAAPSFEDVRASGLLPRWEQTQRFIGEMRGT
# Starred values were filed as active, the others as inactive; / = not tested or not shown. The list is partial (hit frequency here may not be typical).
SMILES,Mtb RmlCD inh,GlmU inhibition
O=C(O)Cn1nc(-c2ccccc2)c2ccccc2c1=O,-9,-3.9%
CCOC(=O)c1nc(N)c(C(=O)OCC)[nH]1,23,-3.8%
CC(=O)Oc1ccc2c(=O)c(Oc3ccccc3[N+](=O)[O-])coc2c1,0,-6.8%
CCOC(=O)c1c(NC(=S)Nc2ccccc2)sc2c1CC(C)(C)SC2,/,-0.5%
N#CC1=C(N)S[C@@H](C(=O)c2ccc(F)cc2)[C@@H]1c1cccs1,/,2.4%
Cc1cc(C(=O)NCc2ccccc2Br)no1,/,2.3%
O=C(c1ccccc1)N1CCN(CC(O)COCC2CC=CCC2)CC1 (configuration not stated),-2,-1.8%
CC(C)=CCc1c(O)c(CC=C(C)C)c2occ(-c3ccc(O)cc3)c(=O)c2c1O,/,-2.6%
O=C(Nc1c(C(=O)N2CCOCC2)cnn1-c1ccccc1)c1ccccc1,/,-1.6%
Cc1ccc(O)c(C(=O)c2cc(C#N)c(=O)n(-c3c(C)n(C)n(-c4ccccc4)c3=O)c2)c1,10,-1.6%
Cc1ccc(S(=O)(=O)N2CCN(C(=O)CSc3nccn3C)CC2)cc1,-1,6.4%
COC(=O)c1cc2ccsc2n1CC(=O)NCC1CCCO1 (configuration not stated),3,-4.1%
Cc1ccc(CN2CCN(CC(=O)N=Nc3c(O)[nH]c4ccccc34)CC2)cc1,-8,-0.3%
COCCNC(=O)c1ccccc1NC(=O)c1ccc(Cl)c(S(=O)(=O)Nc2ccc(C)cc2C)c1,-7,5.1%
CCCCn1c(CNC(=O)c2cccs2)nc2ccccc21,/,-3.0%
COc1ccc(C(=O)COC(=O)C(C(C)C)N2C(=O)C3C4C=CC(C4)C3C2=O)cc1 (configuration not stated),10,-0.2%
CCCC(=O)C1=C(N2CCCCC2)CC(C)(C)C(C(=O)OC)C1=O (configuration not stated),-6,1.8%
CCc1nnc(NC(=O)C2CCCN2C(=O)Nc2ccccc2OC)s1 (configuration not stated),12,4.0%
Cc1ccc(S(=O)(=O)n2cc(C=O)c3ccccc32)cc1,-7,6.3%
O=c1[nH]cc(S(=O)(=O)c2ccccc2)[nH]1,/,-4.8%
CC(=O)c1cccc(NC(=O)c2cc3ccccn3n2)c1,-9,/
O=C(Nc1ccc(Cl)cc1)[C@@H]1[C@@H]2C(=O)N(c3cccc(F)c3)C(=O)[C@@H]2[C@H]2C=CC=NN21,0,4.7%
O=C(CN1CCNC(=O)C1)NCCc1ccc(Cl)cc1Cl,/,-5.3%
COCCn1c(=NC(=O)CSCC(=O)Nc2cc(C)on2)sc2cc(C(=O)OC)ccc21,1,4.7%
COc1cc(NC(=O)c2ccc(OC)c([N+](=O)[O-])c2)ccc1NC(=O)c1ccco1,5,-4.9%
Nn1c(-c2ccc(O)cc2)nnc1-c1ccc(O)cc1,-6,2.0%
COc1ccc(S(=O)(=O)NNC(=O)c2csc(-n3nc(C)cc3C(F)(F)F)n2)cc1,/,1.1%
Cc1cccc(N2CCN(C(=O)N3CCOCC3)CC2)c1C,-11,14%*
CCCC(=O)C1=C(O)C(C(=O)OC)C(C)(C)CC1=Nc1ccncc1 (configuration not stated),-2,-0.8%
O=C(NCc1ccc(C(F)(F)F)cc1)C1CC(c2c(Cl)cccc2Cl)=NO1 (configuration not stated),8,-2.1%
CC(C(=O)Nc1ccccc1C(=O)N1CCOCC1)N(c1ccccc1)S(C)(=O)=O (configuration not stated),/,-2.7%
Cc1nc2ccc(NC(=O)c3ccc(Cl)c([N+](=O)[O-])c3)cc2s1,-10,0.8%
COc1ccccc1C(=O)NNC(=O)c1cccc(Cl)c1,-13,2.7%
CSc1nc2sc3c(c2c(=O)[nH]1)CCc1ccccc1-3,/,1.2%
COC(CNc1ccc([N+](=O)[O-])c(NCC(OC)OC)c1C#N)OC,5,1.3%
O=C(CSc1ncccn1)N1CCC(Cc2ccccc2)CC1,-12,0.0%
O=C(NCCc1ccccc1)[C@@H]1CC=C[C@@H]2CCN(Cc3ccc(Cl)c(Cl)c3)C(=O)[C@@H]21,/,-4.2%
CCCOc1ccc(C(=O)NCC(C)(C)N2CCOCC2)cc1,5,1.7%
COC(=O)c1c(NC(=O)CN2CCN(c3ccccc3OC)CC2)c2c(C)cccc2n1C,13,2.5%
COc1ccc(CCNC(=S)Nc2cccc(C)c2)cc1,-3,-3.7%
CCOC(=O)N1CCC(N2Cc3cccc(C(=O)Nc4ccc(OC)c(OC)c4)c3C2=O)CC1,-2,-7.0%
COc1ccc2cc(CCC(C)=O)ccc2c1,10,/
COCCNc1c(-c2ccc(O)cc2)nc2ccc(Cl)cn12,-4,1.4%
CCCCOc1ccc(-c2ncc([N+](=O)[O-])cn2)cc1,-5,1.9%
COc1cc2c(cc1OC)CN(C(=O)CCCN1C(=O)c3ccccc3C1=O)CC2,-5,0.5%
COc1ccccc1-n1nnnc1SCC(=O)Nc1ccccn1,-10,-1.6%
CC(=O)Nc1ccc(Nc2ccc3nonc3c2[N+](=O)[O-])cc1,-10,2.9%
CCC(C)NC(=O)COc1ccc(S(=O)(=O)N2CCOCC2)cc1 (configuration not stated),-8,-6.5%
O=C(CCc1ccc(O)cc1)c1c(O)cc(O)cc1O,13,2.4%
O=C1CCN(c2ccc([N+](=O)[O-])cc2F)CC1,6,-5.2%

# The list continues.
SMILES,Mtb RmlCD inh,GlmU inhibition
CC(=O)Nc1ccc(Cc2nc3c([nH]2)c(=O)n(C)c(=O)n3C)cc1,-7,5.7%
CC(=O)C1=C(c2ccccc2)OC(N)=C(C#N)C1c1ccc(O)cc1 (configuration not stated),0,3.7%
COc1ccc(-c2cc(C(=O)NCc3cccnc3)no2)cc1OC,/,4.6%
COc1ccc(C2C(C(=O)N3CCN(c4ccccn4)CC3)CCC(=O)N2c2ccc(OC)cc2)cc1 (configuration not stated),15,2.8%
O=C(c1ccc(Br)cc1)N(C1=NCCCCS1)c1ccccc1,-6,-2.4%
COc1cc(C(CC(=O)N2CCCC2)c2c(OC)cc(OC)c3ccc(=O)oc23)cc(OC)c1OC (configuration not stated),/,-0.4%
CCOc1ccc2cc(C3CC(c4ccco4)=NN3S(=O)(=O)c3ccccc3)c(Cl)nc2c1 (configuration not stated),15,2.5%
CN(C)C(=O)c1cc(C(=O)c2ccccc2C(F)(F)F)c[nH]1,11,4.4%
Cn1nnc(NC(=O)c2ccc(C(C)(C)C)cc2)n1,/,-4.5%
NS(=O)(=O)c1ccc(NC(=O)CN2CCCC2)cc1,/,-3.8%
O=C(CN1CCOCC1)c1cccc2ccccc12,10,-2.9%
O=C(Nc1ccc(OC(F)(F)F)cc1)Oc1ccccc1N1CCCCC1,6,-0.3%
N#Cc1nc(Cc2ccccc2)oc1NCc1ccccc1,/,1.4%
O=C(CCN1C(=O)c2ccccc2C1=O)NCCC1=CCCCC1,6,-5.5%
CCOC(=O)c1cnc(SCc2nc(N)nc(Nc3ccc(F)cc3)n2)nc1N,/,6.8%
CCOC(=O)c1nn(-c2ccc(C)c(C)c2)c(=O)c2c(N)scc12,9,-2.8%
Cc1nnc(SC(C)C(=O)NC2CCCc3ccccc32)n1-c1ccccc1 (configuration not stated),2,3.4%
COc1ccc(Br)c(-c2nc(CS(=O)(=O)c3ccc(F)cc3)no2)c1,-11,-0.3%
Cc1noc(C)c1-c1ccc2nc[nH]c(=O)c2c1,/,-0.3%
COc1cc(NC(C)=O)c2ncccc2c1NC(C)=O,21,1.1%
Cc1ccc(Cn2ccc(NC(=O)c3noc4c3CCc3ccccc3-4)n2)cc1,10,1.3%
CCS(=O)(=O)c1nc(S(=O)(=O)c2ccc(Cl)cc2)c(NCc2ccco2)s1,-4,-5.6%
CCOc1cc(C2C(C(=O)c3ccco3)=C(O)C(=O)N2CCc2ccccc2)ccc1O (configuration not stated),/,-0.8%
COc1ccc(/C=N/Nc2ncnc3scc(-c4ccccc4)c23)cc1OC,/,4.1%
Cc1ccc(C)c(N(Cc2cc3ccc(C)cc3[nH]c2=O)C(=O)c2ccco2)c1,14,-4.8%
CCSc1cc(N2CCCC2)nc(-c2ccc(F)cc2)n1,/,-3.5%
O=C(CNS(=O)(=O)c1ccc(Br)s1)N1CCC2(CC1)OCCO2,/,0.7%
c1ccc2oc(SCc3cn4ccccc4n3)nc2c1,7,2.9%
CC(C)c1nc(C#N)c(N2CCOCC2)o1,60,-0.8%
CC(C)C(=O)NC(c1cccc([N+](=O)[O-])c1)c1c(O)ccc2ccccc12 (configuration not stated),/,2.0%
Cc1cc(C)c2c(N)c(C(=O)Nc3nccs3)sc2n1,-8,-2.1%
CCOC(=O)c1cnn(-c2ccccc2)c1NC(=O)c1ccccc1C,13,4.2%
OC(C#CCN1CCOCC1)(c1ccccc1)C1CCCC1 (configuration not stated),/,-0.4%
C=CCn1c(SCC(=O)Nc2ccc3c(c2)OCO3)nc2ccccc2c1=O,2,8.4%
Cc1cc(C)c2sc(NC(=O)c3ccc(N4C(=O)CCC4=O)cc3)nc2c1,/,3.5%
CCOC(=O)N/N=C(/C)c1ccc([N+](=O)[O-])o1,/,-6.7%
CC(=O)NC(c1ccc(Cl)cc1)c1c(O)ccc2ccc(O)cc12 (configuration not stated),/,-0.9%
CCC1=C(OC(=O)N(CC)CC)N2C(=O)OC(=NCC3CC3)[C@]2(Cc2ccccc2)[C@H]2C1=CC[C@H]1C(=O)N(c3ccccc3)C(=O)[C@H]12,/,-0.9%
CCOC(=O)c1sc(N)c(C#N)c1COC(=O)CNC(=O)c1ccccc1,-10,-1.1%
COc1nc(-c2ccccc2)ccc1-c1noc(-c2ccccc2)n1,/,1.3%
COC(=O)Cc1ccc(NC(=S)NCc2ccccc2)cc1,-3,-2.1%
CCOc1ccccc1NC(=O)C1CCCN(C(=O)NCc2ccccc2)C1 (configuration not stated),2,3.0%
CC1CCN(c2nc3c(c(=O)[nH]c(=O)n3C)n2CCCc2ccccc2)CC1,3,2.9%
CN1CCCCc2c1nc1c(c2N)CCCC1,/,-0.7%
Cc1sc2ncnc(N)c2c1C,-3,-0.7%
Cn1c(SCC(=O)OC2CCCCC2)nnc1-c1ccco1,/,1.2%
Cc1cc(C)c(C)c(S(=O)(=O)N2C(=S)NC(=O)C2CC(C)C)c1C (configuration not stated),/,-0.5%
CCOc1ccc(OCC)c(NC(=O)C2CCCN(S(=O)(=O)c3cccs3)C2)c1 (configuration not stated),/,-3.2%
Cc1ccc(NC(=O)/C=C/c2ccc3c(c2)OCO3)cc1S(=O)(=O)N1CCOCC1,/,6.0%
N#Cc1ccc(OCC(=O)N2CCN(S(=O)(=O)c3cccs3)CC2)cc1,/,3.5%

# The list goes on.
SMILES,Mtb RmlCD inh,GlmU inhibition
CC(N=c1ccccn1C(=O)Nc1ccc(F)cc1)c1ccco1 (configuration not stated),/,6.1%
COc1ccc(Cl)cc1NC(=S)N(Cc1cccnc1)Cc1ccco1,1,-0.7%
CN(C)c1nc(N)nc(Nc2ccccc2C#N)n1,10,8.5%
Cc1c(N=C2SCC(=O)N2/N=C/c2ccccc2Cl)c(=O)n(-c2ccccc2)n1C,61,0.9%
COc1ccc(C)cc1-n1cnnn1,-12,3.4%
Cn1c(CCNC(=O)c2ccco2)nc2cc(NS(=O)(=O)c3ccc(Cl)cc3)ccc21,12,13%
C/C(=N\OCc1ccccc1C#N)c1cc2ccccc2o1,/,-1.6%
COc1ccc(/C(C)=N/NC(=O)c2ccc(CSc3nncn3C)cc2)cc1,/,3.8%
O=C1c2oc3ccccc3c(=O)c2C(c2ccc(O)cc2)N1c1nccs1 (configuration not stated),-5,-3.1%
CC(C)OC(=O)c1ccc(NC(=O)CSc2nc3ncccc3[nH]2)cc1,5,0.5%
CCOC(=O)C(C)Sc1nnc(NC(=O)c2ccc(C)c([N+](=O)[O-])c2)s1 (configuration not stated),2,3.3%
O=C(NCCN1CCOCC1)c1cccc(Cl)c1,/,1.6%
NC(=O)c1cc(C(=O)c2ccc(Cl)cc2)c[nH]1,/,6.4%
CCOC(=O)c1c(-c2cccc([N+](=O)[O-])c2)csc1NC(=O)CCCOc1ccccc1,10,-2.4%
O=S(=O)(c1ccc2c(c1)OCCO2)N1CCN(Cc2ccccc2)CC1,/,-0.9%

# Gathered by group, those above containing a furan ring, fused or not.
SMILES,Mtb RmlCD inh,GlmU inhibition
COc1cc(NC(=O)c2ccc(OC)c([N+](=O)[O-])c2)ccc1NC(=O)c1ccco1,5,-4.9%
CCOc1ccc2cc(C3CC(c4ccco4)=NN3S(=O)(=O)c3ccccc3)c(Cl)nc2c1 (configuration not stated),15,2.5%
CCS(=O)(=O)c1nc(S(=O)(=O)c2ccc(Cl)cc2)c(NCc2ccco2)s1,-4,-5.6%
CCOc1cc(C2C(C(=O)c3ccco3)=C(O)C(=O)N2CCc2ccccc2)ccc1O (configuration not stated),/,-0.8%
Cc1ccc(C)c(N(Cc2cc3ccc(C)cc3[nH]c2=O)C(=O)c2ccco2)c1,14,-4.8%
CCOC(=O)N/N=C(/C)c1ccc([N+](=O)[O-])o1,/,-6.7%
Cn1c(SCC(=O)OC2CCCCC2)nnc1-c1ccco1,/,1.2%
CC(N=c1ccccn1C(=O)Nc1ccc(F)cc1)c1ccco1 (configuration not stated),/,6.1%
COc1ccc(Cl)cc1NC(=S)N(Cc1cccnc1)Cc1ccco1,1,-0.7%
Cn1c(CCNC(=O)c2ccco2)nc2cc(NS(=O)(=O)c3ccc(Cl)cc3)ccc21,12,13%
C/C(=N\OCc1ccccc1C#N)c1cc2ccccc2o1,/,-1.6%
